PV pol inh – poliovirus RdRp elongation inhibitors, primary screen, biochemical, fluorescence polarization, total intensity | % elongation, % (compound at 16.7 µg/mL) | hit rate 0.66% among 150,000 | poliovirus polymerase elongation; hits give low values; in the data active = % elongation below about 90%; note: some results filed as inactive read as strong as hits
Target sequence (P03300 1749-2209 limits assumed): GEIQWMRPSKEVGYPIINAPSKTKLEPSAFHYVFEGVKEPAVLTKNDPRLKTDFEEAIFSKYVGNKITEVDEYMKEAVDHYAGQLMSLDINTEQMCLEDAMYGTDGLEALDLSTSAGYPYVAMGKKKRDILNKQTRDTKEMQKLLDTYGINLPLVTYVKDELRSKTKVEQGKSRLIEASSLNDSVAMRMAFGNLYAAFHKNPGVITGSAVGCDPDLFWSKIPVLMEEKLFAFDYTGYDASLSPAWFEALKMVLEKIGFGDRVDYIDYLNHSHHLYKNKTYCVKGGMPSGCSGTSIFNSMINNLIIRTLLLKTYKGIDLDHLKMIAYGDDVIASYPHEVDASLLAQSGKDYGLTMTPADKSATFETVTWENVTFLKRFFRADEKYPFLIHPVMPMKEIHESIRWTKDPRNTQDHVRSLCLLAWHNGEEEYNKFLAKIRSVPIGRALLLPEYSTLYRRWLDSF
PV pol inh FP z-score – recorded beside PV pol inh, whose call it bears; z-score; measured here: FP z-score; hits read low
Starred values were filed as active, the others as inactive; & = joins results of further samples. These rows are one share of the data. The share of hits here may be higher or lower than overall.

The line under a structure holds: PV pol inh	PV pol inh FP z-score
- CC(=O)c1c(O)c(C)c(O)c(Cc2c(O)c3c(c(C(=O)/C=C/c4ccccc4)c2O)OC(C)(C)C=C3)c1O
  101&99	0.1&0.1
- Cc1cc(C(=O)N(CCc2ccccc2)c2nc3ccccc3s2)on1
  108	1.2
- Cc1cc(N2CCC(C(=O)NCCC(C)C)CC2)n2nc(C)c(-c3ccc(Cl)cc3)c2n1
  104	-0.4
- CCOC(=O)c1cnn(C(=O)Cc2cccc(OC)c2)c1N
  102	-0.2
- CC(C1CC1)N(C(=O)c1ccc(N)cc1)c1ccccc1 (configuration not stated)
  103	0.2
- CCOC(=O)CSc1nc2c(cc1C#N)CCCC2
  98	-0.5
- CCOc1ccc(N(CC)C(=O)Cn2cnc3sc(C)c(S(=O)(=O)N4CCN(c5ncccn5)CC4)c3c2=O)cc1
  104	0.2
- CCOC(=O)c1[nH]cnc1C(=O)Nc1ccc(F)cc1
  104	0
- O=C(CCn1ccc2cc(S(=O)(=O)N3CCCC3)ccc21)NC1CC1
  103	0.2
- O=C(CCSc1ccc(Br)cc1)Nc1cccnc1
  103	0.6

The closing four compounds of the section before lead into the next:
The line under a structure holds: PV pol inh	PV pol inh FP z-score
- CCOc1ccc(N(CC)C(=O)Cn2cnc3sc(C)c(S(=O)(=O)N4CCN(c5ncccn5)CC4)c3c2=O)cc1
  104	0.2
- CCOC(=O)c1[nH]cnc1C(=O)Nc1ccc(F)cc1
  104	0
- O=C(CCn1ccc2cc(S(=O)(=O)N3CCCC3)ccc21)NC1CC1
  103	0.2
- O=C(CCSc1ccc(Br)cc1)Nc1cccnc1
  103	0.6
- CN(C)S(=O)(=O)c1cccc(CSc2nc3ccccc3n2CCC#N)c1
  106	0.7
- C1=CCC2CC=CC(C1)N2 (configuration not stated)
  104	0.5
- CCN(CC(=O)Nc1cc(Cl)ccc1C)CC(=O)N1CCOC1=O
  114	0.9
- c1ccc(CN2CCSCC2)cc1
  101	0.3
- O=C(NC1CCCCCC1)c1c(O)c2ccccc2[nH]c1=O
  102	0
- CCOC(=O)c1c(C)[nH]c(C)c1S(=O)(=O)NCC(=O)N1CCN(c2ccccc2OC)CC1
  111	0.3
- Cc1ccc2oc(-c3cc(NC(=O)c4ccc5c(c4)OCCO5)cc(C)c3O)nc2c1
  106	0.3
- COc1cccc(CNC(=O)c2ccc(CS(=O)c3ccccc3)o2)c1 (configuration not stated)
  100	-1.5
- Cc1ccc(CNC(=O)c2cc(=O)c3cc(C)cc(C)c3o2)cc1
  106	-0.2
- CCn1c2c(c(=O)n3ncc(C(=O)N4CCN(c5ccc(C(C)=O)cc5)CC4)c13)CN(Cc1ccc(OC)cc1)CC2
  115	1.9
- CCCc1cc(=O)[nH]c(SCc2cc(C(=O)OC)c(C)o2)n1
  99	-0.4
- CN1C(=O)C(=C/C=C/c2ccccc2)C(=O)N(C)C1=O
  102	0.2
- CC(Oc1ccccc1)C(=O)N[C@@H]1C(=O)N2[C@@H]1SC(C)(C)[C@@H]2C(=O)O (some centres not stated)
  99	-0.1
- C=CC1CN2CCC1CC2C(OC(=O)OCC)c1ccnc2ccc(OC)cc12 (configuration not stated)
  99	-0.6
- COC(=O)c1ccc(NC(=O)C23CC4CC(CC(Cl)(C4)C2)C3)cc1
  101	0.2
- O=C(/C=C/c1ccco1)Nc1cccc(-c2nc3ccccc3o2)c1
  102	0
- Cc1ccc(Cl)cc1N1CCN(C(=O)CCn2c(=O)c3cccn3c3cccnc32)CC1
  111	0.6
- COc1ccc2c(c1)Nc1ccccc1S2
  103	-0.1
- CCn1c(SCC(=O)Nc2cccc(Cl)c2C)nnc1C1CC1
  101	-0.2
- O=C(CCc1ccccc1)Nc1nccs1
  101	0.2
- O=C(O)CCC(=O)N1CCc2cc(S(=O)(=O)NCc3cccs3)ccc21
  103	1.7
- CC(O)(CC(=O)O)C(F)(F)F (configuration not stated)
  96	-0.5
- COc1ccc(C(CC(=O)Nc2cccnc2)N2Cc3ccccc3C2=O)cc1 (configuration not stated)
  102	-0.4
- Cc1cccc(OCC(=O)N2CCN(Cc3cc(=O)n4nc(-c5ccccc5Cl)sc4n3)CC2)c1
  115	1.7
- COc1ccc(C(=O)NCC(c2ccco2)S(=O)(=O)c2cccs2)cc1 (configuration not stated)
  104	-0.6
- CCCCCn1c(=O)c(Cc2ccccc2)c(O)c2ccccc21
  100	-0.3
- Cc1cc(C(=O)CSc2nnc(-c3cccs3)o2)c(C)n1CCc1ccc(F)cc1
  104	0.1
- C=CCSc1nnc(NC(=O)c2ccc3c(c2)SC2=NS(=O)(=O)CCN23)s1
  100	-0.5
- CCC(Oc1ccccc1F)C(=O)N1CCC(c2nc3ccccc3s2)CC1 (configuration not stated)
  110	0.3
- COC(=O)c1cc2oc(C)cc2n1CC(=O)Nc1cc(Cl)ccc1OC
  110	1.3
- NC(=O)c1c(Cl)ncc2c1NCC2
  100	-0.2
- Cc1cc(C(=O)Cn2c(C)nc3ccccc32)c(C)n1-c1c(C)n(C)n(-c2ccccc2)c1=O
  115	1.6
- Cc1cccc(N2OC(C)(N(O)c3cccc(C)c3)CC2(C)C)c1 (configuration not stated)
  101	0.1
- Cc1ccc2ncc(C(=O)Nc3ccc(F)cc3F)c(=O)n2c1
  105	0
- CCn1c(COC(=O)CCOc2cc(C)ccc2C)nc2cc(S(=O)(=O)N(C)C)ccc21
  105	0.4
- Cc1ccc(C(=O)NC2CCCCCC2)cc1NC(=O)c1ccco1
  99	0.1
- Cc1cc(C(=O)CSc2nnc3ccccn23)c(C)n1C
  107	0.5
- COC(=O)C1=C(C)NC2=C(C(=O)CC(c3ccco3)C2)C1c1cccc(OC)c1 (configuration not stated)
  104	1.1
- COc1cc2c(cc1OC)C(Nc1ccc(Br)cc1)=NC(C)(C)C2
  102	0.1
- COc1ccc(C(=O)COC(=O)c2ccc(S(=O)(=O)N(C)C)cc2)cc1
  101	0
- CCOC(=O)c1c(S(=O)(=O)N2CCCC(C(=O)Nc3cccc(Cl)c3)C2)c(C)n(C)c1C (configuration not stated)
  109	0.6
- Cc1ccc(CSCCC(=O)O)cc1
  102	0.2
- Cc1cccc(NC(=O)CN(CC(=O)Nc2cccc(C)c2C)Cc2ccco2)c1C
  105	0.4
- N#Cc1ccc(Cn2c(CC3CCS(=O)(=O)C3)nc3ccccc32)cc1 (configuration not stated)
  100	-0.4
- Cc1ccc2[nH]c(=S)n(C3CC4C=CC3C4)c(=O)c2c1 (configuration not stated)
  105	0.5
- NC(=O)C1CCN(S(=O)(=O)c2cc3c(cc2Cl)NC(=O)CO3)CC1
  108	0.6
- O=C(Cc1nc(-c2cccs2)no1)Nc1cccc(C(F)(F)F)c1
  105	1.6
- COc1ccc(N2C(N)=C(C#N)C(c3ccc(O)c(OC)c3)C3=C2CCCC3=O)cc1 (configuration not stated)
  103	0.6
- CCOC(=O)c1c(C)[nH]c(N=Nc2ccccc2)c1C
  97	-0.6
- Cc1ccc(NC(=O)CN2CCN(C3CCCCC3)C(=O)C2=O)cc1C
  105	-0.4

The results go on.
The line under a structure holds: PV pol inh	PV pol inh FP z-score
- O=C(CSc1nc(=O)n(Cc2ccccn2)c2c1CCC2)Nc1cccc(Cl)c1
  110	0.7
- Cc1cc(I)ccc1NC1CCOC1=O (configuration not stated)
  104	0.1
- CCc1cccc(NC(=O)Cn2nc(-c3ccc(OC)cc3)ccc2=O)c1
  110	0.7
- O=C(Cn1cc(C(=O)c2ccccc2)c2ccccc21)NCc1ccco1
  99	-0.6
- CCc1ccccc1NC(=O)c1cnc2sc(N3CCOCC3)nn2c1=O
  124	3.8
- O=C(CSc1nc2c(c(=O)[nH]1)CN(Cc1ccc3c(c1)OCO3)CC2)Nc1ccccc1Cl
  116	0.5
- CN(C)c1nc(N(C)C)nc(N(C)C)n1
  102&101	0.3&0.3
- O=C1c2ccc(F)cc2C(=O)N1C1CCCCCCC1
  101	-0.2
- COc1cccc(CNC(=O)c2ccc(-c3nc(CS(=O)(=O)c4ccccc4)c(C)o3)cc2)c1
  103	-0.7
- CC(OC(=O)c1cc(Cl)c(O)c(Cl)c1)C(=O)N1CCCCC1 (configuration not stated)
  104	0.2
- COc1ccc(-c2nnc(SCC(=O)Oc3cccc(C)c3C)o2)cc1
  107	0
- Cc1ccc(-c2cc3ccccn3c2)cc1
  106	1.8
- O=C(/C=C/c1cccs1)Nc1cccc(C(F)(F)F)c1
  101	-0.1
- COc1ccc(-c2c(C)nn3c(N)c(C#N)cnc23)cc1OC
  100	-0.8
- CCOC(=O)C1CCN(C(c2cccc(Cl)c2)c2c(NC(C)=O)sc3c2CCCC3)CC1 (configuration not stated)
  101	-0.1
- Cc1ccc(C)n1-c1sc2c(c1C#N)CCCC2
  105	0.6
- Cc1cccc(C)c1NC(=O)CCS(=O)(=O)c1ccc2c(c1)CC(C)N2C(=O)C1CC1 (configuration not stated)
  106	-0.2
- O=c1[nH]c2ccc(Cl)cc2c(-c2ccccc2)c1N1CCN(CCO)CC1
  104	0
- O=C(OCC(=O)N1CCCCC1)c1c(Cl)cccc1Cl
  100	-0.2
- CNC(=S)NCCc1cc2c(OC)ccc(OC)c2[nH]c1=O
  102	0.8
- CC(=O)N(Cc1nc(-c2ccccc2)no1)C(C)C
  103	0.6
- O=C(Cn1c(=O)n(Cc2ccc(C(=O)NC3CCCC3)cc2)c(=O)c2ccccc21)c1ccccc1
  104	0.7
- CCC(C(=O)Nc1ccc(C(C)C)cc1)n1nc(C)n2c(cc3cc(C)ccc32)c1=O (configuration not stated)
  107	0.1
- Cc1ccc(C)c(NC(=O)Nc2cccc(-c3cn4cccnc4n3)c2)c1
  108	0.9
- CCS(=O)(=O)N1CCC(c2nc3ccccc3s2)CC1
  103	0.6
- COc1cc(OC)c(OC)cc1CNCCCSc1nnnn1C
  109	0.5
- Cc1ccc(Oc2cc(C#N)c3ccccc3n2)c(-n2nc3ccccc3n2)c1
  105	0.7
- NC(=O)C1CCN(C(=O)CSc2ccc3ccccc3c2)CC1
  99	-1.2
- CCc1ccccc1NC(=O)Cn1c(=O)oc2ccccc21
  109	0.6
- Cc1c(NC(=O)Nc2cccc(C(F)(F)F)c2)sc2nc3n(c(=O)c12)CCC(C)CC3 (configuration not stated)
  103	-1
- CCCCSc1nc2c(cnn2-c2ccccc2)c(=O)[nH]1
  103	0.8
- Cc1nnc(C)n1/N=C/c1ccccc1C(F)(F)F
  102	-0.2
- COc1ccc(-c2[nH]c(=S)nc(N)c2-c2nc3ccccc3n2C)cc1
  98	-0.7
- CCCC1COC(Cn2cncn2)(c2ccc(Cl)cc2Cl)O1 (configuration not stated)
  99	-0.2
- CCOC(=O)c1c(C)oc2nc(CN(c3ccc(OC)cc3)S(=O)(=O)c3cc(C)ccc3C)nc(N)c12
  109	1.3
- CCOC(=O)C1CCN(/C=C(\C#N)S(=O)(=O)c2ccccn2)CC1
  102	0
- COc1ccc(NS(=O)(=O)c2ccc3[nH]c(=O)ccc3c2)cc1OC
  108	0.4
- CCOc1ccc(C(Nc2ccccc2)P2(=S)OCCCO2)cc1 (configuration not stated)
  98	-0.7
- Cc1cc(C(=O)COC(=O)c2cccs2)c(C)n1CCc1ccccc1
  102	-0.2
- CCc1nn(CCCC(=O)NCc2ccc(C)cc2)c(=O)c2cc3occc3n12
  106	0
- CC(C)C1=CCC(C)/C(=C\c2ccc(Cl)cc2)C1=O (configuration not stated)
  105	0.8
- CCCC(=O)Nc1ccccc1OCc1cc(=O)n2cc(C)ccc2n1
  101	-1
- O=C(N/N=C/c1ccccc1O)c1ccc(N2Cc3ccccc3C2)cc1
  101	0.3
- Cc1oc(C)c(C(=O)O)c1C
  29	-7.5
- CCOC(=O)c1c(C)[nH]c(CCC(=O)Nc2cc(C)ccc2OC)c1C
  111	0.5
- COc1cc(OC)cc(C(=O)NC2C3CC4CC(C3)CC2C4)c1 (configuration not stated)
  101	-0.1
- CCN(Cc1cc2ccc(C)cc2[nH]c1=O)C(=O)C1CCCCC1
  104	0.9
- CCOc1ccc(CNC(=O)c2cnc(SC)nc2CC)cc1
  108	0.9
- CC1CCN(C(=O)COC(=O)c2cc(C(F)(F)F)cc(C(F)(F)F)c2)CC1
  101	0
- CC1CCCN(CNC(=O)c2ccccc2)C1 (configuration not stated)
  100	-0.3

Full records from above. Order of values: PV pol inh, PV pol inh FP z-score
c1ccc(CN2CCSCC2)cc1 in the list: 101, 0.3
Cc1ccc(Cl)cc1N1CCN(C(=O)CCn2c(=O)c3cccn3c3cccnc32)CC1 in the list: 111, 0.6
CCn1c(COC(=O)CCOc2cc(C)ccc2C)nc2cc(S(=O)(=O)N(C)C)ccc21 in the list: 105, 0.4
O=C(CCn1ccc2cc(S(=O)(=O)N3CCCC3)ccc21)NC1CC1 in the list: 103, 0.2

(further entries)
The line under a structure holds: PV pol inh	PV pol inh FP z-score
- Cc1cccc(OCC(=O)Nc2c(C(=O)N3CCN(c4ccccc4F)CC3)oc3ccccc23)c1
  107	-0.1
- COc1ccc(C)cc1NC(=O)C1CCN(S(=O)(=O)c2ccc(OC)c(OC)c2)CC1
  103	0.6
- COc1ccc(CNCCC2(O)CC(C)N(C)CC2C)cc1OC (configuration not stated)
  102	0.1
- Cc1ccsc1C(=O)OCc1ccc(C#N)cc1
  101	0.1
- CCCCN(C)C(=O)C1CCN(Cc2ccc(OCc3ccccc3)c(OC)c2)CC1
  102	0.1
- O=C(NCCc1ccccc1)C1c2ccccc2-c2ccccc21
  109	0.8
- CC(=O)c1cccc(NC(=O)C2CCN(S(=O)(=O)c3ccccc3)CC2)c1
  109	1.5
- CC1=CC(C)C(COC(=O)Nc2ccccc2)C(C)C1 (configuration not stated)
  102	-0.1
- CCc1nc(N2CCCCC2)c2sc(=S)n(-c3ccccc3)c2n1
  105	0.2
- C=C(C)n1c(=O)n(Cc2ccc(C)cc2)c2ccccc21
  104	0.3
- COc1ccc(C)cc1NC(=O)CN1C(=O)COc2ccc(S(=O)(=O)NC3CCCC3)cc21
  107	0.2
- COc1ccc(NC(=O)c2nc(S(C)(=O)=O)ncc2Cl)cc1Cl
  102	0.1
- CC(C)N(Cc1nc(-c2ccccc2)no1)C(=O)C(c1ccccc1)c1ccccc1
  100	0.1
- N/C(=N\O)c1ccc(N2CCN(c3ncccc3C(F)(F)F)CC2)nc1
  97	-1
